Screens: PubChem, The Scripps Research Institute Molecular Screening Center
M4 PAM – human M4 muscarinic receptor positive allosteric modulators, primary screen, CHO-K1 cells, Fluo-8 calcium fluorescence; Muscarinic acetylcholine receptor M4 (Homo sapiens), P08173; CHO-K1 hM4/Gqi5, ACh EC20; 0% = ACh EC20, 100% = maximal ACh; activation, % at 3 µM; hit rate 0.4% among 360,000;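 active = activation above its plate's cutoff, the mean activation of sample wells plus 3 SD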; note: some results filed as inactive read as strong as hits
Target sequence (P08173 whole entry, looked up): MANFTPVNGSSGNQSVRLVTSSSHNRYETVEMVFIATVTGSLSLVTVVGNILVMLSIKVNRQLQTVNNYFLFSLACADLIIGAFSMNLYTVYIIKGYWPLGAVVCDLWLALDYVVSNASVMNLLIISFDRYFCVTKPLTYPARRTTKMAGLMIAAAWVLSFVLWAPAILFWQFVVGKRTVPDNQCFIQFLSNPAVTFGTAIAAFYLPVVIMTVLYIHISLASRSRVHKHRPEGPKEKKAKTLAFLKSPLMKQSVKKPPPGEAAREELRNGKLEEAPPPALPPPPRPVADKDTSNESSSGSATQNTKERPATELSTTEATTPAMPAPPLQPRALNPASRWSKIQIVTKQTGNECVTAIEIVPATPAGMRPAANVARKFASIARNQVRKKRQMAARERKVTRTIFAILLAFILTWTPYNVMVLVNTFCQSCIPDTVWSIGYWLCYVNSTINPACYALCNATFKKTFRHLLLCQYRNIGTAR
M5 ag – human M5 muscarinic receptor agonists, primary screen, CHO-K1 cells, Fluo-8 calcium fluorescence; CHO-K1 hM5 cells; 0% DMSO wells, 100% maximal acetylcholine response; activation, % at 3 µM; Muscarinic acetylcholine receptor M5 (Homo sapiens), P08912; hit rate 0.19% among 360,000; AID 624037, 2012;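 active = activation above the run's mean over test compounds plus 3 SD, cut at about 23% in these data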;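 note: signal is peak over basal fluorescence ratio across the kinetic read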
Target sequence (P08912 whole entry, looked up): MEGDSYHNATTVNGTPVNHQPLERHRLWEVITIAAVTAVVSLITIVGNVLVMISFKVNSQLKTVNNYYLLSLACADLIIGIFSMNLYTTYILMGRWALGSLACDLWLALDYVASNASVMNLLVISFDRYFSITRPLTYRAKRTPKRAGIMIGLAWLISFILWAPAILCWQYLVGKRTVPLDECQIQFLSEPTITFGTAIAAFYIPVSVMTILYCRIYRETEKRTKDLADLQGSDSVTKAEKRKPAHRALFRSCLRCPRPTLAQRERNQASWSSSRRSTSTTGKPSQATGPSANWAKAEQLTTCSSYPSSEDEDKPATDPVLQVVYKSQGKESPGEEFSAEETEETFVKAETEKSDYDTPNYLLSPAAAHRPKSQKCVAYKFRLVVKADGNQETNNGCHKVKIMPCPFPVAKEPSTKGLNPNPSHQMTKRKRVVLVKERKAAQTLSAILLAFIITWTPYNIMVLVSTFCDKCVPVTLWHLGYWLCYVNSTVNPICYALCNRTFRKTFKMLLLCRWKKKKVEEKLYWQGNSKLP
M1 ag parental – counter-screen for M1 agonists: effect in parental CHO-K1 cells. activation, % at 3 µM. Fluo-8 calcium fluorescence; scaled to maximal ATP response, vehicle zero. hit rate 0.48% among 360,000; in the data active = activation above about 15%;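 note: untransfected CHO-K1 host cells lacking M1 receptor as counterscreen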
CHRM4 agonist – human M4 muscarinic receptor agonists, primary screen, CHO-K1 cells, Fluo-8 calcium fluorescence; Muscarinic acetylcholine receptor M4 (Homo sapiens), P08173; CHO-K1 hM4/Gqi5; vehicle 0%, full acetylcholine response 100%; activation, % at 3 µM; hit rate 0.14% among 360,000; AID 624127, 2012;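 active = activation above the run mean over all test wells plus 3 SD, cut at about 32% in these data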;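 note: peak over basal fluorescence ratio per well then scaled between controls; 0% = DMSO wells and 100% = acetylcholine at EC100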
CHRM4 antagonist – human M4 muscarinic receptor antagonists, primary screen, CHO cells, Fluo-8 calcium fluorescence; Muscarinic acetylcholine receptor M4 (Homo sapiens), P08173; CHO-hM4 cells, ACh EC80; inhibition, % at 3 µM; hit rate 0.73% among 360,000;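 active = inhibition above its plate's cutoff, the mean inhibition of sample wells plus 3 SD, cut at about 27% in these data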;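 note: 0% = acetylcholine EC80 with DMSO and 100% = DMSO without agonist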
CHO-K1 Ca antag – counter-screen for M1 antagonists: effect in parental CHO-K1 cells | ATP-induced calcium, Fluo-8 fluorescence | hit rate 0.6% among 360,000 | inhibition, % at 3 µM | AID 602250;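 active = inhibition above a per-plate cutoff, the plate's mean sample inhibition plus 3 SD, cut at about 24% in these data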;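 note: 0% = DMSO plus EC80 ATP and 100% = DMSO alone without ATP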
CHO-K1 Ca PAM – nonselective calcium activators in parental CHO-K1 cells, primary screen, counter-screen for M1 PAM project, cell-based, Fluo-8 calcium fluorescence, full deck, 1536-well; ATP EC20; 0% at ATP EC20, 100% at ATP max; activation, % at 3 µM; hit rate 0.02% among 360,000; AID 602247, 2012;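 active = activation above the run cutoff, the mean activation of all test compounds plus 3 SD, cut at about 40% in these data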;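 note: peak over basal fluorescence ratio in a 140 s read after ATP addition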
CHRM5 PAM – human M5 muscarinic receptor positive allosteric modulators, primary screen, CHO-K1 cells, Fluo-8 calcium fluorescence | CHO-K1 hM5, ACh EC20 PAM; 0% = ACh EC20, 100% = ACh EC100 | hit rate 0.3% among 360,000 | activation, % at 3 µM | Muscarinic acetylcholine receptor M5 (Homo sapiens), P08912;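 active = activation above the run cutoff, the mean activation of all test compounds plus 3 SD, cut at about 18% in these data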
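system = human M5 receptor in CHO-K1 cells | compound = one concentration, 3 µM final (nominal) | schedule = Post-acetylcholine fluorescence recording 140 s | signal = Fluo-8 calcium dye fluorescence, kinetic read | benchmarks = low control EC20 acetylcholine (0%), high control EC100 acetylcholine (100%) | repeats = singlicate, one well per test compound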
M5 antag – human M5 muscarinic receptor antagonists, primary screen, CHO cells, Fluo-8 calcium fluorescence; Muscarinic acetylcholine receptor M5 (Homo sapiens), P08912; hit rate 0.59% among 360,000; CHO-hM5 cells, ACh EC80; inhibition, % at 3 µM;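 active = inhibition above a per-plate cutoff, the mean of that plate's test compounds plus 3 SD, cut at about 27% in these data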;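 note: 0% = acetylcholine EC80 with DMSO and 100% = DMSO without agonist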
* hit, by the source's call. The order is random; about 2.7% have a hit in one of these screens.

SMILES | M4 PAM | M5 ag | M1 ag parental | CHRM4 agonist | CHRM4 antagonist | CHO-K1 Ca antag | CHO-K1 Ca PAM | CHRM5 PAM | M5 antag
O=C(Cc1c(Cl)cccc1Cl)OCC(=O)N1CCOCC1 | 2 | 1 | 0.4 | 2 | 5 | -2 | 9 | 0 | 3
C=CC[C@@H](CC(=O)NCCO)C(=O)N[C@H](COC(=O)[C@@H](CC=C)Cc1ccc(F)cc1)Cc1c[nH]c2ccccc12 | -1 | 3 | 1.8 | 8 | 13 | -3 | 6 | -3 | 10
CCCCc1cc(C(=O)Cc2ccccn2)c(O)cc1O | -4 | -2 | 0.5 | 0 | 16 | -8 | -4 | 1 | -5
Cn1cnc2ncnc(Oc3ccc(Br)cc3)c21 | 0 | 3 | 0.4 | 2 | -4 | -9 | -8 | 2 | 9
COc1ccc(C2C(C(=O)O)CC(=O)N2C2CCCCC2)cc1 (stereo unspecified) | 5 | 4 | 0.1 | 0 | 0 | -16 | 2 | -3 | -1
CCCCC(=O)N(C)c1c(C)nc2ccc(C(=O)NCCOc3ccc(OC)cc3)cn12 | 8 | 0 | 1.1 | 1 | -12 | -17 | 27 | 3 | -9
CC1(C)CC2CC(C)(CN2C(=O)c2cc(-c3ccccc3)on2)C1 (stereo unspecified) | 0 | -4 | 1.3 | -1 | -4 | -20 | 21 | -2 | 9
O=C(CCN1C(=O)c2ccccc2C1=O)NCCN1CCOCC1 | -3 | 0 | -0.1 | 0 | 7 | 10 | -8 | 3 | -5
COCC(=O)NC1CCN(CC(=O)Nc2ccccc2[N+](=O)[O-])CC1 | -3 | -2 | 0.5 | 0 | 22 | -6 | 22 | -5 | 5
CCn1cc(CN(C)C(=O)/C=C/c2ccc([N+](=O)[O-])cc2)c(C)n1 | 2 | -2 | 1.4 | 1 | 9 | -2 | 11 | 5 | 0
O=C(NCCn1cc(SCc2ccccc2F)c2ccccc21)c1c(F)cccc1F | -12 | -1 | 3.9 | 14 | 15 | -3 | 30 | -16 | 14
O=C(OCc1ccccc1)N1CCC2CC1c1cc(N3CCCCC3)ccc12 (stereo unspecified) | -12 | -4 | 0.1 | -2 | 17 | -11 | 13 | -9 | 6
CCOC(=O)c1c(C)[nH]c(C(=O)COC(=O)Cn2cc(C(F)(F)F)ccc2=O)c1C | 12 | 1 | 1.3 | 1 | -7 | -22 | 11 | 9 | -5
OC1CCCN(CC(O)COC(c2ccccc2)c2ccccc2)C1 (stereo unspecified) | 9 | -12 | 0.1 | 1 | -7 | -21 | 3 | 11 | -11
Cc1ccc(Nc2nc(C)c3c(n2)CC(C)CC3=O)c(C)c1 (stereo unspecified) | -8 | -7 | 0.1 | 0 | 7 | 1 | 12 | 7 | -2
NS(=O)(=O)c1ccc(NC(=O)CSc2nc3c(c(=O)[nH]2)CCCC3)cc1 | 0 | -2 | -0.3 | 0 | 7 | 3 | 18 | 2 | 8
O=C(COC(=O)[C@H](Cc1ccccc1)NC(=O)c1ccco1)NC(c1ccccc1)c1ccccc1 | -2 | -14 | 1.0 | 0 | 7 | -7 | 17 | -19 | -6
CCCCCC(C)NC(=S)NC(=O)c1cc(S(=O)(=O)N2CCOCC2)ccc1C (stereo unspecified) | -7 | 0 | -0.5 | 0 | 3 | 1 | 14 | -2 | 0
Cc1ccccc1NC(=O)C12CC3CCC1(C)C3(C)CO2 (stereo unspecified) | 4 | 2 | -0.1 | 0 | -3 | -5 | 25 | -3 | 6
CC(=O)OCc1cc(-c2nc3ccccc3[nH]c2=O)nn1-c1ccc(Cl)cc1 | -6 | -1 | -0.3 | -1 | 14 | -3 | 0 | 9 | -4
COc1ccccc1C(=O)Nc1ccc(S(=O)(=O)N2CCCC2)cc1 | 1 | 3 | 1.5 | 7 | 0 | 1 | -9 | 1 | -4
COc1cc(C2C3=C(CCCC3=O)Nc3[nH]n(-c4ccccc4)c(=O)c32)ccc1OC(C)=O (stereo unspecified) | -4 | -2 | 1.3 | 1 | 3 | -13 | 21 | 3 | -4
CCc1ccc(CNC(=O)C2Cc3cc(S(=O)(=O)N4CCCC4)ccc3N2C(C)=O)cc1 (stereo unspecified) | -5 | -1 | 2.1 | 4 | -3 | -11 | -6 | 6 | -2
C#CCOCCOCCOCCNc1nc(N2CCN(C(=O)[C@H]([C@@H](C)CC)n3cc([C@@H](N)Cc4ccc(O)cc4)nn3)CC2)nc(N2CCN(C(=O)[C@H](Cc3ccc(O)cc3)n3cc([C@@H](N)C(C)CC)nn3)CC2)n1 (stereo partly specified) | -1 | 2 | 1.1 | 0 | -1 | -13 | 26 | 6 | 1
O=C(Cc1ccccc1)c1nnc(-c2ccccc2)o1 | 9 | -2 | 0.6 | 1 | -5 | -3 | -11 | 7 | 6
SMILES | M4 PAM | M5 ag | M1 ag parental | CHRM4 agonist | CHRM4 antagonist | CHO-K1 Ca antag | CHO-K1 Ca PAM | CHRM5 PAM | M5 antag
Cc1ccc(S(=O)(=O)N2CCOCC2)cc1NC(=O)CNCc1ccccc1Cl | -4 | 3 | 11 | 21 | -18 | 0 | -10 | -28 | 6
COc1ccc(OC)c(S(=O)(=O)N2CCC(C(=O)Nc3ccc(C)c(C)c3)CC2)c1 | -15 | -1 | 9.2 | 20 | 11 | -5 | -8 | -49 | 14
O=C(COC(=O)c1cccc([N+](=O)[O-])c1)NC1CCCC1 | 1 | -3 | 0.3 | 0 | -4 | -7 | -3 | -3 | 0
CCc1nc2c(OCCC3CCCCC3)cccn2c1N(C)C(=O)c1ccc(C)cc1 | -8 | -3 | 0.4 | 0 | -5 | -9 | 12 | -4 | 3
CCOC(=O)CSC(CC)C(=O)Nc1nnc(C(C)C)s1 (stereo unspecified) | -7 | 1 | 0.3 | 0 | 14 | 0 | 4 | -5 | 3
O=C1CC(N2CCN(c3ccccc3Cl)CC2)C(=O)N1c1cccc(F)c1 (stereo unspecified) | 0 | -3 | 2.3 | 4 | -9 | -3 | 9 | -2 | -2
O=S(=O)(Nc1ccc(-c2ccccc2)cc1)c1ccccc1 | -1 | 2 | 1.8 | 0 | 1 | -11 | 16 | -7 | 7
CCCCCC(=O)NC(=S)Nc1ccc(N2CCOCC2)cc1 | -6 | 3 | 8.3 | 10 | 6 | 11 | 1 | -6 | 5
COc1ccc(C(=O)NNC(=O)CSc2nc(C(C)C)nc3ccccc23)cc1 | -4 | -4 | -0.5 | 0 | 7 | -12 | 25 | 4 | 10
Cc1ccccc1CSc1nccn1-c1ccccc1 | -2 | -11 | 0.8 | -1 | 7 | -10 | 27 | -8 | 9
Cc1cc(C)n2nc(SCC(=O)Nc3c(C)n(C)n(-c4ccccc4)c3=O)nc2n1 | 15 | -5 | 0.6 | 0 | 0 | -13 | 13 | -2 | 2
Cc1cc(C)cc(NC(=O)C/C(N)=N/O)c1 | 5 | 5 | -0.2 | 2 | 2 | -17 | -10 | 3 | -4
CS(=O)(=O)c1ccccc1C(=O)Nc1ccc(-c2nc3ccccc3o2)cc1 | -7 | 1 | 4.0 | 8 | -2 | 2 | -20 | -3 | 1
CC1Sc2ccc(S(=O)(=O)CCC(=O)Nc3ccccn3)cc2NC1=O (stereo unspecified) | -1 | -3 | 2.3 | 3 | -3 | -14 | 6 | -1 | -1
Cc1ccc(NC2=CC(=O)CC(c3ccc(Cl)cc3)C2)cc1 (stereo unspecified) | -5 | -1 | 1.5 | 0 | 3 | -7 | 24 | -6 | 0
COc1cc(C(=O)NC2CCN(Cc3ccccc3)CC2)cc(Cl)c1OC(C)C | -1 | -2 | 4.5 | 4 | 9 | -5 | 7 | 3 | 2
CC(C)(C)OC(=O)[C@H](Cc1ccccc1)NC(=O)c1nc[nH]c1C(=O)N1CCc2ccccc2C1 | 2 | -3 | 0.1 | 5 | 3 | -17 | 18 | -2 | 13
CN(C)S(=O)(=O)c1cccc(NC(=O)C(c2ccccc2)c2ccccc2)c1 | -15 | -4 | -0.1 | 4 | 9 | -4 | -4 | 4 | -5
C/C(CC(=O)Nc1cc(Cl)ccc1Cl)=N\NC(N)=S | 7 | -2 | 0.1 | 1 | -4 | -8 | 3 | 2 | -6
COC[C@H]1CCCN1c1ccc2c(c1)O[C@H](COCc1ccccc1)CN([C@H](C)c1ccccc1)S2(=O)=O | 1 | -4 | 0.7 | 0 | -15 | -23 | 17 | -8 | -4
C=CCOC(=O)C1=C(C)NC(=O)NC1c1ccc(Cl)cc1 (stereo unspecified) | -2 | -1 | 0.3 | -2 | 0 | -9 | 8 | -4 | 12
C#CC(C)(C)NC(=O)c1ccc(-c2ccccc2F)cc1 | 12 | -3 | 1.4 | 1 | 5 | -12 | 10 | -10 | 6
CN1OC[C@@H]2CN(C(=O)CCc3ccccc3)[C@H](c3cccc(-c4ccccc4)c3)C[C@@H]21 | 5 | 0 | 1.2 | 5 | -12 | -20 | 14 | 0 | -3
CCCCc1nc2sc3c(c2c(=O)[nH]1)CC(C)(C)OC3 | -3 | 0 | 12 | 0 | 4 | 6 | -2 | -4 | 15
O=C(COC(=O)c1ccc(NS(=O)(=O)c2cccs2)cc1)NCc1ccco1 | -15 | 3 | 1.2 | 0 | 5 | -10 | 8 | -1 | 12
SMILES | M4 PAM | M5 ag | M1 ag parental | CHRM4 agonist | CHRM4 antagonist | CHO-K1 Ca antag | CHO-K1 Ca PAM | CHRM5 PAM | M5 antag
Cc1cnc(C(=O)Nc2cccc3cccnc23)cn1 | 4 | -2 | 3.0 | 1 | -6 | -8 | 23 | 3 | -13
Cc1c(C=O)c(Cl)n(C)c(=O)c1C#N | 7 | 1 | 0.5 | 1 | 1 | -1 | 4 | 3 | 6
CCN1C(=O)c2ccc(C(=O)NCc3ccc4c(c3)OCO4)cc2C1=O | 1 | 1 | 0.7 | 1 | 9 | -14 | 17 | 2 | -8
CCCCC1CCC(c2nc(-c3cccnc3)no2)CC1 (stereo unspecified) | 3 | -1 | 0.0 | 1 | 9 | 0 | 6 | 0 | -4
Cc1cnc(C(=O)OCC(=O)Nc2ccc(C)c(S(=O)(=O)N3CCOCC3)c2)cn1 | 11 | 4 | -0.2 | 2 | -2 | 2 | 6 | 16 | -8
O=C(NCCN1CCOCC1)c1cc2c(=O)n3ccccc3nc2n1Cc1ccccc1 | -8 | -3 | 0.3 | 1 | 2 | -2 | 5 | -6 | 6
CC(=O)C(Sc1nnnn1-c1ccccc1)C(C)=O | 7 | 3 | 0.5 | 1 | 8 | 0 | -4 | 3 | 2

In the list so far, these have a nitro group on carbon:
SMILES | M4 PAM | M5 ag | M1 ag parental | CHRM4 agonist | CHRM4 antagonist | CHO-K1 Ca antag | CHO-K1 Ca PAM | CHRM5 PAM | M5 antag
COCC(=O)NC1CCN(CC(=O)Nc2ccccc2[N+](=O)[O-])CC1 | -3 | -2 | 0.5 | 0 | 22 | -6 | 22 | -5 | 5
CCn1cc(CN(C)C(=O)/C=C/c2ccc([N+](=O)[O-])cc2)c(C)n1 | 2 | -2 | 1.4 | 1 | 9 | -2 | 11 | 5 | 0
O=C(COC(=O)c1cccc([N+](=O)[O-])c1)NC1CCCC1 | 1 | -3 | 0.3 | 0 | -4 | -7 | -3 | -3 | 0
